# Mtb FBA inh: inhibitors of M. tuberculosis fructose-bisphosphate aldolase; AID 588726; P9WQA3; inhibition, % at 1 µM; actives 2.3% (n = 360,000); purified M. tuberculosis FBA, fluorescence read-out; in the data active = inhibition above about 27%;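 note: 0% = vehicle and 100% = reference inhibitor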
# Target sequence (P9WQA3 whole entry, looked up): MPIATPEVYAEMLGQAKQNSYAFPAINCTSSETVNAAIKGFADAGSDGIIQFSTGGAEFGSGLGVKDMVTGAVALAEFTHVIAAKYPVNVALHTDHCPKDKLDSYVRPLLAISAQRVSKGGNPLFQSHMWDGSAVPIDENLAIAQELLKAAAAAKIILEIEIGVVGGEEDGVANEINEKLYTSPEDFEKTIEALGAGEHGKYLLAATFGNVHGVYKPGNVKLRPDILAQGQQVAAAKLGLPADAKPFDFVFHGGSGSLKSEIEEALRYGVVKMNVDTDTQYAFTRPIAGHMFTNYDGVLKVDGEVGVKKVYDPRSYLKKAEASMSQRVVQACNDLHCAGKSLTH
# MazF activator: MazEF (E. coli) toxin RNase activation. FAM/BHQ RNA-DNA oligo cleavage fluorescence, 5 h. activation, % at 20 µM. actives 0.32% (n = 350,000). AID 504720; in the data active = activation above about 50%
# Target sequence (P0AE70 whole entry, looked up): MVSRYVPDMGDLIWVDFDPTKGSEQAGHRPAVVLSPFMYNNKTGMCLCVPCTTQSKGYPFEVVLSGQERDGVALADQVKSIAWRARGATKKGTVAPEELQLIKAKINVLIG
# Mtb UGM inh: Mtb UDP-galactopyranose mutase inhibition. P9WIQ1. purified UGM, fluorescence polarization probe displacement. inhibition, % at 10 µM. actives 0.06% (n = 320,000). AID 504406; in the data active = inhibition above about 10%, passing the limit was not always enough; inconclusive = no clear call, values can overlap the other calls
# Mtb BioA inh: inhibitors of Mycobacterium tuberculosis BioA enzyme; purified M. tuberculosis BioA enzyme, plate reader; inhibition, % at 9.99 µM; actives 0.096% (n = 360,000); AID 602481; in the data active = inhibition above about 40%; inconclusive = no clear call, values can overlap the other calls
# BoNT F protease: BoNT F light chain protease inhibition; inhibition, % at 10 µM; Multiplex microsphere protease cleavage assay, flow cytometry; actives 0.22% (n = 360,000); in the data active = inhibition above about 35%, passing the limit was not always enough; inconclusive = no clear call, values can overlap the other calls; note: plate controls were buffer without enzyme for full effect and enzyme alone for no effect
# FadD28 FP inh: M. tuberculosis FadD28 bisubstrate binding inhibition; FadD28 bisubstrate probe binding, fluorescence polarization; inhibition, % at 12.5 µM; actives 0.22% (n = 360,000); in the data active = inhibition above about 8.5%, passing the limit was not always enough; inconclusive = no clear call, values can overlap the other calls
# Rv3671c protease: inhibits the M. tuberculosis serine protease Rv3671c. P9WHR9. inhibition, % at 5.96 µM. actives 0.048% (n = 320,000); in the data active = inhibition above about 38%;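 note: extracellular domain of Rv3671c used as enzyme; 0% = enzyme with DMSO and 100% = no enzyme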
# Target sequence (P9WHR9 whole entry, looked up, the tested form may be a part): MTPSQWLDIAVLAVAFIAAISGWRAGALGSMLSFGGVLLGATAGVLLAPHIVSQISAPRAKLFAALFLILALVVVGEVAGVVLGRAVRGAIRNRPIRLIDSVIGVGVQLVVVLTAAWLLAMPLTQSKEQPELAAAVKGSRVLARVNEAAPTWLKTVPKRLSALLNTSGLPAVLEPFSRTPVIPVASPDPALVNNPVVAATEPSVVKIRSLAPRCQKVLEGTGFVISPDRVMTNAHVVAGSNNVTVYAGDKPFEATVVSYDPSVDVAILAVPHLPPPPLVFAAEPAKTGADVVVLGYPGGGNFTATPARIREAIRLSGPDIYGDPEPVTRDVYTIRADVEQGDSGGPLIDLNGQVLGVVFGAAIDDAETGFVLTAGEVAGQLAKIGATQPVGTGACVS
# PrPC surface inh: reduces human prion protein on the cell surface | P04156 | cell surface PrPC, TR-FRET read-out | inhibition, % at 13.8 µM | actives 0.43% (n = 370,000); in the data active = inhibition above about 24%; note: 0% = median of the test wells and 100% = reference compound wells
# GDH-TPI inh: inhibits GDH-TPI coupling enzymes, artifact for Mtb FBA screen. GDH-TPI coupled enzyme counterscreen, NADH absorbance. inhibition, % at 4.8 µM. actives 1.2% (n = 360,000). AID 588335; in the data active = inhibition above about 30%;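 note: 0% = DMSO wells and 100% = wells lacking the enzyme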
# Starred values were filed as active, the others as inactive; ? = inconclusive; · = no result given.
entry	SMILES	MazF activator	FadD28 FP inh	BoNT F protease	GDH-TPI inh	Mtb FBA inh	Rv3671c protease	PrPC surface inh	Mtb BioA inh	Mtb UGM inh
1	CCCCN(CCCNC(=O)Cn1nc(CC)n2c(cc3sc(C)cc32)c1=O)Cc1ccccc1	-6	-0.4	-2	3	3	0	-12	-0.2	-2.1
2	O=C(/C=C/c1ccc2c(c1)OCO2)NCCCN1CCOCC1	0	-3.7	-12	12	17	1	-7	·	1.2
3	CC(OC(=O)Cc1ccccc1[N+](=O)[O-])C(=O)Nc1ccc(Cl)cn1 (stereo not given)	5	-0.5	?	-6	1	5	-4	1.7	-2.7
4	CC(=O)Nc1ccc(Oc2cnc3ccccc3n2)cc1	-5	-3.7	1	1	-1	8	0	0.0	0.0
5	O=S(=O)(c1ccc2nc(N3CCN(c4ccccc4)CC3)ccc2c1)N1CCCCC1	16	-1.7	-7	10	5	5	0	-2.5	-0.2
6	N#Cc1ccc(S(=O)(=O)N2CCN(C(=O)c3cn(-c4ccccc4)nc3-c3cccnc3)CC2)cc1	-2	-1.7	-1	3	-2	·	-4	-1.1	·
7	CC(C)(C)OC(=O)N1CCC(CNC(=O)c2cccs2)CC1	11	-3.8	16	3	-1	-6	4	2.1	-1.6
8	CCCCNC(=O)O[C@H]1C[C@@H]2CCN3C(=O)CCC[C@H]([C@H]1Cc1ccccc1)[C@H]23	-3	-0.7	0	2	1	-7	1	-0.8	-2.2
9	CC[C@H](C)[C@@H]1NC(=O)c2cc([N+](=O)[O-])cc(F)c2OCC[C@@H](C(N)=O)NC(=O)[C@H](CCCCN)NC1=O	-3	-0.2	-3	9	2	-1	-9	-1.7	1.8
10	Cc1ccccc1-c1cc(C(=O)n2cccn2)c2cc(Cl)ccc2n1	-27	-1.7	-3	0	1	1	-3	2.8	-1.6
11	COc1cccc(-c2cc(C(=O)NCC3CCCO3)c3cc(Br)cc(C)c3n2)c1 (stereo not given)	2	-4.0	-1	-4	-3	2	-2	-2.7	0.5
12	O=C(Nc1ccc(N2CCN(C(=O)c3cccs3)CC2)cc1)c1cccnc1	0	-2.2	-10	-1	-5	-8	0	-2.8	-2.7
13	CCCC(=O)Nc1ccc(Cl)c(NC(=O)c2ccco2)c1	-3	-2.0	2	5	1	4	-3	1.2	0.0
14	COc1ccccc1N1CN(Cc2ccccc2)CNC1=S	6	-0.3	1	6	1	8	0	-1.7	1.9
15	Cc1n[nH]c(=O)c2c(NC(=O)CSc3ccc(F)cc3)oc(C)c12	0	0.2	10	4	1	2	-2	·	-0.2
16	Cc1c(C(=O)O)oc2ccc(S(=O)(=O)NC3CCCCCCC3)cc12	4	-1.3	-1	10	4	-9	0	-0.1	1.6
17	Nc1nc(=O)n(C2CC(O)C(CO)O2)cc1Cl (stereo not given)	·	-1.8	-5	·	1	·	-5	1.5	·
18	CCOC(=O)c1cccc(NC(=O)CN(C)S(=O)(=O)c2cnc[nH]2)c1	-2	-3.2	5	3	-3	3	6	?	1.1
19	Cc1cccc(NC(c2ccc(C)s2)c2ccc3ccc(C)nc3c2O)n1 (stereo not given)	2	0.1	-14	3	2	1	-6	0.5	1.2
20	CCOc1ccc(CNC(=O)CCCOc2cc(=O)n(C)c3ccccc23)cc1	-1	-1.3	1	2	0	1	4	2.0	0.8

# As entered above:
# For BoNT F protease, entry 17 is entered as -5
# For Mtb BioA inh, entry 19 is entered as 0.5

# Part of the list above, showing only FadD28 FP inh:
entry | SMILES | FadD28 FP inh
17 | Nc1nc(=O)n(C2CC(O)C(CO)O2)cc1Cl (stereo not given) | -1.8
18 | CCOC(=O)c1cccc(NC(=O)CN(C)S(=O)(=O)c2cnc[nH]2)c1 | -3.2

# Whole records, quoted from the list. Screens in order: MazF activator	FadD28 FP inh	BoNT F protease	GDH-TPI inh	Mtb FBA inh	Rv3671c protease	PrPC surface inh	Mtb BioA inh	Mtb UGM inh
# `CCCCNC(=O)O[C@H]1C[C@@H]2CCN3C(=O)CCC[C@H]([C@H]1Cc1ccccc1)[C@H]23` reads -3	-0.7	0	2	1	-7	1	-0.8	-2.2
# `COc1ccccc1N1CN(Cc2ccccc2)CNC1=S` reads 6	-0.3	1	6	1	8	0	-1.7	1.9
# `CCOc1ccc(CNC(=O)CCCOc2cc(=O)n(C)c3ccccc23)cc1` reads -1	-1.3	1	2	0	1	4	2.0	0.8
# `O=C(/C=C/c1ccc2c(c1)OCO2)NCCCN1CCOCC1` reads 0	-3.7	-12	12	17	1	-7	·	1.2

# Other structures.
entry	SMILES	MazF activator	FadD28 FP inh	BoNT F protease	GDH-TPI inh	Mtb FBA inh	Rv3671c protease	PrPC surface inh	Mtb BioA inh	Mtb UGM inh
21	COc1ccc(N2C(=O)CC(Sc3nc4ccccc4s3)C2=O)cc1OC (stereo not given)	-1	-3.5	-2	14	4	4	3	-1.0	0.3
22	Cc1cccc(NS(=O)(=O)c2ccc3c(c2)Cc2cc(S(=O)(=O)Nc4cccc(C)c4C)ccc2-3)c1C	-11	-1.0	10	10	-1	-22	3	-1.1	-0.9
23	CC(O)(c1ccccc1)c1nc(-c2ccncc2)cs1 (stereo not given)	·	-1.9	-5	1	0	·	6	-0.6	·
24	COc1cccc2cc(C(=O)N3CCN(c4ccc(C)cc4C)CC3)c(=O)oc12	-5	-3.6	3	1	-3	1	-3	-1.6	-0.3
25	COC(=O)c1c(C)[nH]c(C(=O)CSc2ncnc3sc(-c4ccccc4)cc23)c1C	-11	-2.3	11	7	3	-2	-11	0.8	-1.8
26	O=C(c1ccc(COc2ccc(Br)cc2)o1)N1N=C(C(F)F)CC1(O)C(F)F (stereo not given)	-12	-3.9	-2	-4	-3	-10	12	·	0.5
27	Cc1ccccc1-c1nnc(SCC(=O)Nc2ccc(Cl)cc2)n1N	-2	0.2	1	-2	-2	0	10	1.4	1.3
28	Cc1cc(C)c2c(c1)SC1=NC(c3ccccc3)(C(F)(F)F)NC(=O)N12 (stereo not given)	-1	-1.2	-18	16	-8	-7	3	0.4	1.6
29	CN1CCN(c2ccc(Nc3ccnc4cc(Cl)ccc34)cc2)CC1	15	1.4	?	12	3	-12	-26	-2.8	-0.4
30	CC(C)c1ccc(NC2CCCN(C(=O)CC3CCCC3)C2)cc1 (stereo not given)	1	2.7	1	3	-4	-7	8	1.3	-1.8
31	COc1ccc(C(=O)/C=C(/C)N(C)C)cc1	2	-0.7	-1	16	0	-5	-6	-1.3	0.3
32	Cc1ccc(NC(=O)CN2CCN(Cc3ccccc3)CC2)cc1	7	-4.0	?	-7	0	3	-23	·	1.5
33	COC(=O)C1=COC(C)C2CN3CCc4c([nH]c5cc(OC)ccc45)C3CC12 (stereo not given)	·	-3.5	1	0	0	·	-18	-5.2	·
34	O=C(Nc1ccccc1N1CCCC1)C1CCN(S(=O)(=O)c2ccc(F)cc2)CC1	-1	-3.4	-5	-15	-2	-4	6	-1.6	0.3
35	NS(=O)(=O)c1ccc(CCNC(=O)c2ccc(C#CC3(O)CCCCC3)cc2)cc1	9	-1.7	-1	6	1	-19	8	-0.4	-0.5
36	CN(C)c1ccc(/C=C/c2ccc3ccccc3n2)cc1	-119	-6.1	-63	5	15	-2	·	0.6	0.2
37	CC1(C)C(C=C(Cl)Cl)C1C(=O)N(Cc1cccc(Cl)c1)C1CCS(=O)(=O)C1 (stereo not given)	-1	-3.6	-6	-1	-7	10	-2	0.0	2.2
38	c1ccc(-c2cn(C[C@H]3CC[C@@H]([C@@H]4CC[C@H](Cn5cc(-c6ccccc6)nn5)O4)O3)nn2)cc1	-7	0.1	1	0	2	-4	-3	-2.9	-0.7
39	O=C(Nc1cc(Cl)ccc1Cl)Nn1cnnc1	-1	-0.5	-11	1	1	·	2	0.0	-2.8
40	O=C(O)CCC(=O)N(Cc1cccs1)Cc1cccs1	3	-2.0	0	-2	3	1	7	0.2	-1.9

# Rewritten as labelled records: entries from further up
21: COc1ccc(N2C(=O)CC(Sc3nc4ccccc4s3)C2=O)cc1OC (stereo not given)
  MazF activator = -1; FadD28 FP inh = -3.5; BoNT F protease = -2; GDH-TPI inh = 14; Mtb FBA inh = 4; Rv3671c protease = 4; PrPC surface inh = 3; Mtb BioA inh = -1.0; Mtb UGM inh = 0.3
22: Cc1cccc(NS(=O)(=O)c2ccc3c(c2)Cc2cc(S(=O)(=O)Nc4cccc(C)c4C)ccc2-3)c1C
  MazF activator = -11; FadD28 FP inh = -1.0; BoNT F protease = 10; GDH-TPI inh = 10; Mtb FBA inh = -1; Rv3671c protease = -22; PrPC surface inh = 3; Mtb BioA inh = -1.1; Mtb UGM inh = -0.9

# Remaining list, next part.
entry	SMILES	MazF activator	FadD28 FP inh	BoNT F protease	GDH-TPI inh	Mtb FBA inh	Rv3671c protease	PrPC surface inh	Mtb BioA inh	Mtb UGM inh
41	COc1cc(CCCN2C(=O)C(=O)NC[C@@H]2CC2CCCCC2)cc(OC)c1OC	-2	0.5	-6	3	1	5	8	1.0	0.7
42	CCCOc1ccc(C2NC(=O)CCC2[N+](=O)[O-])cc1 (stereo not given)	4	-3.2	7	3	-3	2	-1	-0.7	1.4
43	Cc1cc(C)cc(C(=O)Nc2ccc(N3CCN(C(=O)c4ccco4)CC3)cc2)c1	-2	-2.3	-5	12	1	1	1	-1.2	-0.5
44	O=C(CC1c2ccccc2Oc2ccccc21)Nc1ccccc1C(F)(F)F	0	3.1	12	4	-1	-2	-4	·	2.2
45	Cc1cc(C)nc(Oc2ccc([N+](=O)[O-])cc2)n1	-1	-2.9	-3	-3	0	0	-17	·	0.7
46	Oc1cc2c(cc1CN1CCN(c3ccccc3)CC1)CCC2	1	0.0	-42	5	2	3	-1	-0.5	0.1
47	Nc1nnc(SCn2nnc3ccccc3c2=O)s1	2	-1.8	-6	-1	1	-7	2	·	0.5
48	Cn1c(-c2ccccc2)cnc1SCC(=O)N1CCCCC1	11	-0.8	4	6	2	5	1	-0.1	0.2
49	Cc1ccccc1-n1c(SCC(=O)N2CCCC2)nnc1-c1ccccn1	6	-2.7	-1	4	3	-2	1	0.2	-3.9
50	Nc1nc2c(ncn2[C@@H]2O[C@H](CNS(=O)(=O)C3CC3)[C@@H](O)[C@H]2O)c(=O)[nH]1	·	-1.2	-16	·	4	·	-4	-0.5	·
51	Cc1cc2nc(-c3ccc(SCC(=O)Nc4ccc5c(c4)OCCO5)nc3)[nH]c2cc1C	-3	-8.2	-3	17	12	-40	0	1.1	0.3
52	Cc1cc(C)c(NC(=O)CS(=O)CC(=O)Nc2cccnc2)c(C)c1 (stereo not given)	-3	-0.7	-6	-4	0	4	2	-1.2	1.2
53	Cc1ccc(OC(=O)c2ccc(C)c([N+](=O)[O-])c2)cn1	10	-5.4	1	-3	0	-6	-3	-1.7	-0.9
54	O=C(Cn1cnc2sc3c(c2c1=O)CCCC3)NCCC(=O)N1CCC2(CC1)OCCO2	10	-0.3	8	0	-2	0	-2	-0.3	-0.9
55	CS(=O)(=O)N(CC(=O)NCCSCc1ccccc1Cl)c1ccccc1F	-5	-2.6	?	1	10	2	4	-1.6	0.3
56	COc1cccc(-c2noc(-c3ccc4c(c3)OCO4)n2)c1	7	-4.6	-2	-11	7	-9	7	·	-3.6
57	O=C(NCc1cccc(Br)c1)c1cc(-c2ccccc2)nn1CC1CC(c2cccnc2)=NO1 (stereo not given)	5	-7.9	-5	3	2	-5	-2	-0.6	-0.4
58	COc1ccccc1C1CC(=O)NC(C)=C1C(=O)OC(C)C (stereo not given)	6	-1.0	-4	-3	-3	-4	-1	·	2.3
59	CCN(C(=O)c1ccc2c(SCC(=O)O)c3c(nc2c1)CCC3)c1cc(Cl)ccc1OC	9	-7.9	1	-1	-3	-1	7	0.5	-0.4
60	CCCC(=O)NC(=S)NNC(=O)c1ccc([N+](=O)[O-])cc1	0	1.0	-2	9	2	-1	-23	·	2.5
61	COC(=O)c1sccc1NC(=O)c1ccc(Br)s1	-7	-1.8	0	25	1	2	-8	-1.2	-1.9
62	C=CCC[C@H](Cc1ccc(F)cc1)C(=O)OC[C@H](Cc1c[nH]c2ccccc12)NC(=O)[C@@H](CC=C)CC(=O)N[C@H](CO)Cc1ccccc1	-3	0.0	-2	3	-4	-3	4	-0.3	2.6

# Screening data from PubChem.

# Outcome played no part in choosing rows; 4.8% or so of the library scored in one or more.
